PP1 inh: PP1-alpha (human) inhibition in PP5 counter-screen. purified PP1alpha, OMFP fluorescence. AID 2235. P62136. hit rate 0.9% among 320,000. inhibition, % at 6.7 µM;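 active = inhibition above the mean inhibition of all tested compounds plus 3 SD, computed separately for each screening campaign, cut at about 15% in these data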
proCasp7 act: counter-screen: procaspase-7 (human) activation. activation, % at 8.5 µM. hit rate 0.093% among 330,000. recombinant procaspase-7, Ac-DEVD-pNA absorbance 405 nm; D23A/D198A/D206A triple mutant, cannot self-cleave; scale: DMSO 0, 5 µM enzyme 100. P55210;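 active = percent activation above the screen-wide mean plus 3 SD, cut at about 25% in these data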
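signal = Epi-absorbance of released pNA at 405 nm, two timepoints | assay system = Uncleavable procaspase-7 mutant enzyme | reagent = Ac-DEVD-pNA substrate, 400 µM as added | times = 1 h enzyme–compound preincubation and 2 h substrate reaction, both 25 °C | benchmarks = low DMSO alone, high DMSO plus 5 µM PC-7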
Fh CTSL1 inh: cathepsin L1 inhibition, PFM18AAP counter-screen | recombinant F. hepatica cathepsin L1, Z-Leu-Arg-MCA fluorescence | inhibition, % at 5.96 µM | hit rate 0.49% among 300,000;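 active = inhibition above the mean of all tested compounds plus 3 SD, set per screening campaign, cut at about 17% in these data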;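 note: 0% = plate median of test compound wells and 100% = 1 µM Z-Phe-Ala-diazomethylketone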
PP5 primary: PP5 (human) phosphatase inhibition; P53041; purified PP5c, OMFP substrate fluorescence; inhibition, % at 6.7 µM; hit rate 0.18% among 320,000;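 active = inhibition above the campaign's mean inhibition across all tested compounds plus 3 SD, cut at about 9.5% in these data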;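 note: 0% = DMSO only and 100% = 100 µM cantharidin control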
proCasp3 act: activates human procaspase-3; AID 463141; activation, % at 8.5 µM; hit rate 0.11% among 330,000; recombinant procaspase-3 D3A, Ac-DEVD-pNA absorbance 405 nm;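 active = activation above the mean of all tested compounds plus 3 SD, cut at about 21% in these data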;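 note: 0% = DMSO alone and 100% = DMSO wells spiked with extra 5 µM PC-3 D3A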
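Assay system – Procaspase-3 D3A mutant, all three cleavage aspartates alanine · Controls – DMSO-only low control, 5 µM PC-3 D3A high control · Schedule – 1 h compound preincubation, 2 h substrate hydrolysis at 25 °C · Signal – 405 nm absorbance of p-nitroaniline, reads at 0 and 120 min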
JMJD2C inh: inhibitors of human GASC-1 (JMJD2C) demethylase; AID 2099; Q9H3R0; GST-JMJD2C(1-420) H3K9me3 demethylation, DELFIA europium; inhibition, % at 2.35 µM; hit rate 0.069% among 330,000;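 active = more than half of a compound's replicate wells show inhibition beyond 50%, single wells judged on their own value; inconclusive = some, but no more than half, of replicates pass 50% inhibition; inactive = no replicate passes 50% inhibition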;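 note: signal counts dimethyl H3K9 product captured on neutravidin plate; 0% = median of DMSO wells and 100% = 0.3 times that DMSO median; strong numbers were not always called active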
VLA-4 inh: inhibition in a human VLA-4 binding assay; VLA-4 expressing cells, ligand binding flow cytometry; inhibition, % (about 7 µM as worked out from the volumes in the protocol); hit rate 0.2% among 330,000; AID 2557; in the data active = inhibition above about 50%
Target sequence (P13612 whole entry, looked up): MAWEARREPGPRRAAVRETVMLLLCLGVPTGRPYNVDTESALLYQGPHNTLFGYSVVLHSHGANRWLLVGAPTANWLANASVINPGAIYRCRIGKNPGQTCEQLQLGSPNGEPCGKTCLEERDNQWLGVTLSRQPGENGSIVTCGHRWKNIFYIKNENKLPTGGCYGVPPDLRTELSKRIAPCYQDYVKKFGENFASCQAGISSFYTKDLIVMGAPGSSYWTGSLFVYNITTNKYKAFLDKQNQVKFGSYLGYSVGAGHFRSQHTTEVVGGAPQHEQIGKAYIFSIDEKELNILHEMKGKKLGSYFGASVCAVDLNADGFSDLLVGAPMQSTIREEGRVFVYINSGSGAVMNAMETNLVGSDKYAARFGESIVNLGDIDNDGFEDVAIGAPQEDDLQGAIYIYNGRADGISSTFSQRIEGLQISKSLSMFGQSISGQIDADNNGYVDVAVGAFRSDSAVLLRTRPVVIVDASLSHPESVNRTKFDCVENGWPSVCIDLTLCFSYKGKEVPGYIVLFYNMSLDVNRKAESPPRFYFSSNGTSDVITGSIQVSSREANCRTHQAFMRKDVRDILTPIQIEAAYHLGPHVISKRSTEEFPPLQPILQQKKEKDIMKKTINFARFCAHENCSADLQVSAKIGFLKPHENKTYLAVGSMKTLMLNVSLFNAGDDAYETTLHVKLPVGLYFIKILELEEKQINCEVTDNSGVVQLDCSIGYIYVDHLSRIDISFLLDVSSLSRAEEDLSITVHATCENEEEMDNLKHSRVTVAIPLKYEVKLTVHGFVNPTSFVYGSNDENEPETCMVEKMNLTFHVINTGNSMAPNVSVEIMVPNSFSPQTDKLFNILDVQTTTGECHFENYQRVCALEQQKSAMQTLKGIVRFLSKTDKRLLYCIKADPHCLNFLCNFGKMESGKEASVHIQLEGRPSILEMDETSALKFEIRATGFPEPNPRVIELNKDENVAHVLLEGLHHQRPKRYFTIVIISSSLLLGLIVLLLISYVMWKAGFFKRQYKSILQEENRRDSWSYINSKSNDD
core dimer inh: blocks dimerization of HCV core protein; TR-FRET GST/Flag-core106 dimerization, 1536-well; AID 1899; hit rate 0.33% among 300,000; inhibition, % at 5 µM;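 active = inhibition above the mean of all tested compounds plus 3 SD, set per screening campaign, cut at about 45% in these data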
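Assay system: GST-tagged and Flag-tagged HCV core protein residues 1-106 / Times: compound-protein-antibody incubation 4 h at 22.5 °C / Signal: time-resolved FRET, ex 340 nm, em 617 and 671 nm / Evaluation: % inhibition based on acceptor/donor emission ratio / Benchmarks: wells lacking GST-core106 and wells with excess unlabelled core106 / Repeats: singlicate, one well per compound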
GRK2 inh: inhibitors of human GRK2 displacing RNA aptamer. P25098. bead flow cytometry, FAM-aptamer displacement from GRK2. inhibition of aptamer binding, % at 10 µM. hit rate 0.59% among 330,000;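 active = inhibition of aptamer binding above 40%, roughly 3 SD of noise, on plates passing a quality check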;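 note: median bead fluorescence of bound FAM aptamer so fluorescent compounds give negative values; no value below 0 was filed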
* marks the source's active call; other numbers are inactive results; i = inactive; ? = inconclusive; . = not tested or not shown. An unsorted share of the library; any-hit rate near 2.6%.

SMILES	PP1 inh	proCasp7 act	Fh CTSL1 inh	PP5 primary	proCasp3 act	JMJD2C inh	VLA-4 inh	core dimer inh	GRK2 inh
CCCS(=O)(=O)N1CCC(C(=O)NCCN2CCC(Cc3ccccc3)CC2)CC1	-3	0	0	1.6	-4	10	-8	1	0
CC1=CC2=NC(=O)/C(=C\c3cccn3CCOc3ccc(C)c(C)c3)C(=N)N2O1	1	-6	3	1.2	7	11	4	9	1
CCSc1cc(N2CCCC2)nc(-c2cccc(C)c2)n1	0	5	-2	2.1	1	3	16	-6	0
CCOc1cc(C(=O)Nc2ncn[nH]2)cc(OCC)c1OCC	-1	2	-6	1.0	2	10	-4	-1	0
O=C1C2C3CCCC3=C3CCCC3C2C(=O)N1c1ccc(F)cc1 (stereo not drawn)	-2	6	4	1.3	7	1	15	8	0
Cc1cccc(OC(=O)C2C(c3ccccc3)C(C(=O)O)C2c2ccccc2)c1 (stereo not drawn)	-2	-2	3	4.0	6	-5	3	4	1
C=CCn1c(C)nnc1SCC(=O)Nc1oc(C)c2c(C)n[nH]c(=O)c12	-5	0	18*	1.6	5	145	6	-6	0
O=C(Nc1ccc(Nc2ccccc2)cc1)Nc1ccccc1Cl	1	2	3	5.5	1	0	11	-11	0
COCCn1c(SCC(=O)c2c(-c3ccccc3)n(C)c3ccccc23)nnc1-c1ccncc1	0	-8	5	0.1	7	-4	12	9	2
COc1ccc(CNCc2cccc(C)c2)cc1	-5	7	0	1.2	9	6	20	-4	1
Cc1nn(CCO)c2ncc(C(=O)c3cc(Cl)ccc3O)cc12	-1	-6	0	2.2	4	-26	5	-2	0
O=C(c1cccs1)N1CCN(C2CCCCC2)CC1	-1	-7	0	4.7	8	3	-3	-7	3

3 entries picked at random from the list so far, as already listed:
SMILES	PP1 inh	proCasp7 act	Fh CTSL1 inh	PP5 primary	proCasp3 act	JMJD2C inh	VLA-4 inh	core dimer inh	GRK2 inh
COCCn1c(SCC(=O)c2c(-c3ccccc3)n(C)c3ccccc23)nnc1-c1ccncc1	0	-8	5	0.1	7	-4	12	9	2
CCSc1cc(N2CCCC2)nc(-c2cccc(C)c2)n1	0	5	-2	2.1	1	3	16	-6	0
COc1ccc(CNCc2cccc(C)c2)cc1	-5	7	0	1.2	9	6	20	-4	1

The list continues.
SMILES	PP1 inh	proCasp7 act	Fh CTSL1 inh	PP5 primary	proCasp3 act	JMJD2C inh	VLA-4 inh	core dimer inh	GRK2 inh
CCN(CC)C(=O)CSc1nc2nc(C)cc(C)c2c(=O)[nH]1	-4	11	-3	1.5	1	13	26	-3	9
COc1cccc(-c2nc(CS(=O)CC(=O)NCCc3ccccc3)c(C)o2)c1 (stereo not drawn)	2	14	-1	-0.5	-12	0	6	-3	4
CC(C)Cn1c(N2CCN(C(=O)/C=C/c3ccccc3)CC2)nc2ccccc21	5	-5	1	4.7	-7	12	9	3	0
COc1cccc2cc(C(=O)NCCN3CCOCC3)c(=O)oc12	-4	1	0	3.5	1	5	41	3	1
CCCc1ccc(OCc2ccc(C(=O)N3CCN(c4ccccn4)CC3)o2)c(OC)c1	5	8	1	7.1	2	-1	9	5	47*
Cc1oc(-c2ccccc2Cl)nc1CS(=O)(=O)CC(=O)NCCc1ccccc1	1	2	6	2.6	2	9	-20	-3	1
COc1ccc(N2CS(=O)CC2=O)cc1 (stereo not drawn)	-4	4	-2	0.7	3	-14	5	0	0
COc1cc(-c2noc(C)c2C#Cc2ccc(N)cc2)cc(OC)c1OC	3	7	-1	4.2	0	24	11	-8	2
CCn1cc(C(=O)N2CCN(Cc3ccc4c(c3)OCO4)CC2)c(=O)c2ccc(C)nc21	-1	6	-2	0.1	11	-2	3	-7	4
O=C(N/N=C\c1ccc(F)cc1)c1ccc(Cn2cc(Br)c([N+](=O)[O-])n2)o1	2	1	4	-0.2	6	-2	-9	-9	0
COCCCN(C(=O)c1cc(-c2ccco2)nc2ccccc12)c1c(N)n(Cc2ccccc2)c(=O)[nH]c1=O	-2	-39	7	0.1	-30	-3	-1	11	0
Cn1ccnc1SCC(=O)N1CCN(S(=O)(=O)c2ccccc2)CC1	-4	-1	-7	1.4	0	-16	47	-4	0
CC(CCc1ccccc1)NC(=O)CN1CCN(Cc2ccc(Cl)cc2)C1=O (stereo not drawn)	3	-6	0	4.2	0	7	34	-5	1
Cn1c(=O)c2c(SCCN3CCOCC3)nc(C3CCCC3)nc2n(C)c1=O	-6	0	4	0.1	-3	3	10	0	0
CCOP(=O)(c1ccccc1)C(O)c1ccc(F)cc1 (stereo not drawn)	0	7	-2	-3.0	7	-3	12	3	11
O=C(CSc1nc2[nH]ncc2c(=O)[nH]1)Nc1ccccc1	2	10	0	-0.1	8	-35	4	3	0
Nc1cccc2c(O)cccc12	-2	5	-5	0.4	0	10	15	-12	2
N#Cc1c(-c2ccccc2F)cc(C2CC2)nc1SCC(=O)c1cccs1	6	-17	3	1.9	-14	-12	-22	1	2
COc1ccccc1OCCn1c(=O)n(C)c2ccccc21	-1	3	1	1.9	0	5	9	-2	0
CN(C)C(CNC(=O)c1ccc2nccnc2c1)c1ccco1 (stereo not drawn)	.	-9	.	.	12	-6	-3	.	0
C[C@H](CO)N1C[C@H](C)[C@@H](CN(C)Cc2ccccc2)Oc2c(NC(=O)C3CCCCC3)cccc2C1=O	.	9	.	.	0	-2	-9	.	1
Cc1cc(C(=O)Nc2cccc(C)c2C)c2ccccc2n1	1	11	-7	0.7	0	i	9	4	0
O=C(NCC1CCCO1)c1cc2c(s1)CCC2 (stereo not drawn)	-4	7	-4	0.1	-8	-7	-6	4	1
O=C1CCC(C(=O)OCc2nnc(-c3ccc(Cl)cc3)o2)=NN1	2	4	10	0.7	0	4	4	-1	2
CCOC(=O)c1cc(-c2csc(-c3ccc(C(F)(F)F)cc3)n2)on1	-1	-4	2	0.4	-1	2	-9	4	2
COc1ccc(-n2nc(C)cc2Nc2ccccc2C(=O)O)cc1	1	11	-3	2.8	2	-76	-16	-2	0
CNS(=O)(=O)c1cc(Br)ccc1S(=O)c1ccccc1C(=O)O (stereo not drawn)	-1	-16	-3	0.4	-4	1	11	1	0
COc1ccc(N(CC(=O)N2CC=C(c3ccccc3)CC2)S(=O)(=O)c2c(C)noc2C)cc1	-1	-1	3	2.4	8	.	8	14	0
C/C(Nc1ccc(C)cc1)=C(/C#N)C(N)=O	5	1	2	-1.7	-2	-4	-6	0	6
CCOc1ccccc1Oc1coc2cc(O)ccc2c1=O	-2	17	2	2.6	2	-1	10	-4	2
CC1CCN(C(=O)CNC(=O)CNS(=O)(=O)c2ccccc2)CC1	-2	4	-2	1.1	-8	-19	23	4	2
Cc1cccc(C(=O)NC2CC3CCCC(C2)N3C(=O)NC2CCCCC2)c1 (stereo not drawn)	-3	9	-5	-0.4	-1	5	7	4	0
Cc1ccc(-c2nnn(C/C(N)=N/O)n2)cc1	-2	-5	3	-0.2	4	-10	-2	-4	0
COc1ccc(-c2c(-c3cc(OC)cc(OC)c3)n(C)c3ccc(-c4ccn[nH]4)cc23)cc1	-4	8	.	2.9	3	-2	2	.	0
Cn1c(CO)cnc1SCc1ccccc1	-8	9	-4	1.1	-1	10	-10	-2	0
CCN(CC)CCNC(=O)C(=O)Nc1ccc2c(c1)N(S(=O)(=O)c1cccs1)CCC2	-2	11	0	-2.1	4	22	12	-3	0

Three compounds already listed, arranged by length of the SMILES, high to low:
SMILES	PP1 inh	proCasp7 act	Fh CTSL1 inh	PP5 primary	proCasp3 act	JMJD2C inh	VLA-4 inh	core dimer inh	GRK2 inh
CCN(CC)CCNC(=O)C(=O)Nc1ccc2c(c1)N(S(=O)(=O)c1cccs1)CCC2	-2	11	0	-2.1	4	22	12	-3	0
CC1CCN(C(=O)CNC(=O)CNS(=O)(=O)c2ccccc2)CC1	-2	4	-2	1.1	-8	-19	23	4	2
Cn1c(CO)cnc1SCc1ccccc1	-8	9	-4	1.1	-1	10	-10	-2	0

The list continues:
SMILES	PP1 inh	proCasp7 act	Fh CTSL1 inh	PP5 primary	proCasp3 act	JMJD2C inh	VLA-4 inh	core dimer inh	GRK2 inh
CCNC(=O)n1cc(-n2cncn2)c(-c2ccccc2)n1	3	-4	-4	1.6	-9	-4	1	-1	0
O=C(NCc1nc2ccccc2[nH]1)C1=C[C@@H](c2csc3ccccc23)C[C@@H](OCCCCO)O1	1	-11	-2	5.3	6	-2	-16	-10	3
O=C1CCc2cc(NS(=O)(=O)c3ccccc3)cc3c2N1CCC3	-9	4	3	2.5	3	?	-2	-4	1
Cc1nc2sc(C(c3ccccc3)N3CCN(C(=O)c4ccco4)CC3)c(O)n2n1 (stereo not drawn)	-3	8	-2	0.5	5	11	6	-9	1
COc1ccc(Cc2nc3ccc(C(=O)NCCc4ccccn4)cc3o2)cc1OC	-8	-20	-4	-2.6	1	-9	25	-4	0
O=C(CN1CCN(S(=O)(=O)c2ccc(F)cc2)CC1)c1ccc(O)c(O)c1	4	8	-9	-1.8	-1	1	-8	-2	1
CCN(CC)C(=O)CC(c1ccccc1)c1ccco1 (stereo not drawn)	1	-1	36*	2.2	0	4	1	1	0
COC(=O)c1cnn(-c2ccc(Cl)cc2)c1/C=N/NC(N)=S	-3	0	5	1.8	-8	-25	6	-1	0
NC(=O)C1CCN(C(=O)CC(c2ccccc2)c2ccccc2)CC1	-2	-4	-4	0.3	-4	-13	9	-2	1
COc1cccc(-c2nnc3n2N=C(C(C)(C)C)CS3)c1	-6	11	1	2.2	3	4	3	0	2
